Assay outcomes: PubChem, several laboratories
BoNT-A LC inh2: BoNT/A light chain protease inhibitors, primary screen, biochemical, flow cytometry, MLPCN library; inhibition, % at 10 µM; multiplex microsphere protease substrate cleavage; Botulinum neurotoxin type A light chain protease (Clostridium botulinum A str. ATCC 3502); 360,000 tested, 0.17% active; also: plate controls were buffer without enzyme for full effect and enzyme alone for no effect
Vc quorum ag: inducers of Vibrio cholerae quorum light production without autoinducers, primary screen, BH1578 luxS cqsA deficient, single point; V. cholerae BH1578 lux reporter, luminescence, 6 h; AID 588436, 2011; activation, % at 18.7 µM; 350,000 tested, 0.16% active; in the data active = activation mostly above about 9.7%, no sharp cut-off; inconclusive = no clear call, values can overlap the other calls; inactive = mostly below about 3.7%; also: not every result past the cut was called active; inactives centre near 0; reference of the scale not given here
VHR inh abs: VHR1 phosphatase inhibitors, primary screen, biochemical, absorbance, uHTS. Dual specificity protein phosphatase 3 (Homo sapiens), P51452. recombinant VHR phosphatase, pNPP absorbance. inhibition, % at 13.3 µM. 290,000 tested, 0.52% active. AID 1654, 2009; in the data active = inhibition above about 50%; also: some compounds called inactive have numbers as strong as hits
Target sequence (P51452 whole entry, looked up): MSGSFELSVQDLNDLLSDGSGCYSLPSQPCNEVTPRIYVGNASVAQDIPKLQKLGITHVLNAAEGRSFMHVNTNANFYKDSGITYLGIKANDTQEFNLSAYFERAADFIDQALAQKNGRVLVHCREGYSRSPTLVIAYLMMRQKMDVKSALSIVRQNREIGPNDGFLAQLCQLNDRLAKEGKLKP
PriA SSB inh: inhibitors of Klebsiella pneumoniae PriA binding to SSB C-terminal tail, primary screen, biochemical, AlphaScreen. PriA–SSB C-terminal tail interaction (Klebsiella pneumoniae). inhibition, % at 33 µM. AlphaScreen SSBct-PriA binding, biotinylated peptide. 430,000 tested, 0.6% active; in the data active = inhibition mostly above about 37%, no sharp cut-off; inactive = mostly below about 20%;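 also: plate controls were negative control peptide for no effect and reference peptide for full effect; strong numbers were not always called active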
Yp Topo-I inh: Yersinia pestis topoisomerase I inhibitors, primary screen, biochemical, cleavage product accumulation, plate reader, single point. DNA topoisomerase I (Yersinia pestis CO92). Y. pestis Topo-I cleavage product accumulation. activity, % at 10 µM. 360,000 tested, 0.064% active. AID 504884, 2011; in the data active = activity above about 50%, passing the limit was not always enough; inconclusive = no clear call, values can overlap the other calls; also: inactives centre near 2
TcdB inh: TcdB glycohydrolase inhibitors, primary screen, biochemical, single point, plate reader. 350,000 tested, 0.24% active. Toxin B (Clostridioides difficile), P18177. TcdB glycohydrolase enzymatic assay. inhibition, % at 9.99 µM; in the data active = inhibition above about 10%
CCHFV vOTU inh: CCHFV vOTU protease inhibitors, primary screen, biochemical, Pep-AMC substrate, fluorescence; Crimean-Congo hemorrhagic fever virus L polyprotein viral ovarian tumor (vOTU) protease …; inhibition, % at 11.5 µM; 370,000 tested, 0.55% active; in the data active = inhibition above about 30%; also: 0% = vehicle wells with enzyme and 100% = no enzyme wells
Anthrax LF prot: Bacillus anthracis LF protease inhibitors, primary screen, biochemical, multiplex microsphere, MLPCN library; Lethal factor (Bacillus anthracis), P15917; multiplex microsphere protease cleavage assay; inhibition, % at 10 µM; 360,000 tested, 0.12% active; also: plate controls were buffer without enzyme for full effect and enzyme alone for no effect
Target sequence (P15917 whole entry, looked up): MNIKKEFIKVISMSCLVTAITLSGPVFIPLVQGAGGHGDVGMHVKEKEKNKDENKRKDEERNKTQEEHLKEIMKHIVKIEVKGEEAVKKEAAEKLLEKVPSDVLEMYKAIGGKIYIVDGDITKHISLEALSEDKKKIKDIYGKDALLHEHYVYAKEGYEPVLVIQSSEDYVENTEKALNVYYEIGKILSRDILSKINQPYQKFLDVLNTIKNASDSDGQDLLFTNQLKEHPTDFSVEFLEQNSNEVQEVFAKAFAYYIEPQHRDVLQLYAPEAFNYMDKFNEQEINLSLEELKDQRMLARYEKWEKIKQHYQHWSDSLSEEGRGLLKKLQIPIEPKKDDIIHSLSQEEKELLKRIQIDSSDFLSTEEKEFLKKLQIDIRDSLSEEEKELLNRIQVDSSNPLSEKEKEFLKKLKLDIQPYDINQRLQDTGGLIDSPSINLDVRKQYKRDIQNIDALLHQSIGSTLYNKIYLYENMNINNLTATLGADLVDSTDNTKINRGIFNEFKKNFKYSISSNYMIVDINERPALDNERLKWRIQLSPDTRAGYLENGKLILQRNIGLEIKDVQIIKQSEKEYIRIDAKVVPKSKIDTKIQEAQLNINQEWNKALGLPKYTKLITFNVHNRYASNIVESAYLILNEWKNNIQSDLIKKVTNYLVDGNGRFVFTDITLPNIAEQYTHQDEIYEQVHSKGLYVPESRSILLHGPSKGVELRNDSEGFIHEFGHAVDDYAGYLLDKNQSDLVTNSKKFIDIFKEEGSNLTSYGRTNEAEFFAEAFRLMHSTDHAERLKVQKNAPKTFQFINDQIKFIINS
PfHsp40 yeast: rescue of yeast from PfHsp40 toxicity, primary screen, S. cerevisiae, ATP luminescence; S. cerevisiae expressing PfHsp40, growth rescue; growth rescue, % at 12.5 µM; 340,000 tested, 0.68% active; in the data active = growth rescue above about 28%, passing the limit was not always enough; inconclusive = no clear call, values can overlap the other calls;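 also: yeast W303a lacking pdr1 and pdr3 grown in galactose medium; growth measured after three days at 30 °C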
3CLpro inhibitor: SARS-CoV 3CLpro protease inhibitors, primary screen, biochemical, quenched FRET; AID 1706, 2009; 290,000 tested, 0.14% active; inhibition, % at 6 µM; recombinant SARS-CoV 3CLpro, quenched FRET peptide cleavage; in the data active = inhibition above about 12%
* marks the source's active call; other numbers are inactive results; i = inactive; ? = inconclusive; · = no result given. Rule as the data show it, unless noted: active = inhibition above about 30%; inconclusive = no clear call, values can overlap the other calls; inactive = below that. Not all compounds are listed; rates above refer to the full screens.

Start of the listing, in advance:
SMILES	BoNT-A LC inh2	Vc quorum ag	VHR inh abs	PriA SSB inh	Yp Topo-I inh	TcdB inh	CCHFV vOTU inh	Anthrax LF prot	PfHsp40 yeast	3CLpro inhibitor
CCOC(=O)c1c(NC(=O)C2COc3ccccc3O2)sc(C)c1C (stereo unspecified)	1.3	i	13	-13	12	·	-5	-6	-0.5	7
O=C(N/N=C/c1cc(Br)c(Br)s1)c1ccncc1	-1.2	1.6	-15	·	13	·	-5	-8	2.2	1
Cc1cc(NC(=O)CSc2nc(-c3cccs3)cc(C(F)(F)F)n2)no1	0.2	i	-2	-11	3	·	9	5	0.2	-2
C/C(=N\Nc1ccc(F)cc1F)c1ccccc1O	-0.2	-0.2	5	·	4	2.1	19	1	3.0	2

The whole of this part, repeating the preview:
SMILES	BoNT-A LC inh2	Vc quorum ag	VHR inh abs	PriA SSB inh	Yp Topo-I inh	TcdB inh	CCHFV vOTU inh	Anthrax LF prot	PfHsp40 yeast	3CLpro inhibitor
CCOC(=O)c1c(NC(=O)C2COc3ccccc3O2)sc(C)c1C (stereo unspecified)	1.3	i	13	-13	12	·	-5	-6	-0.5	7
O=C(N/N=C/c1cc(Br)c(Br)s1)c1ccncc1	-1.2	1.6	-15	·	13	·	-5	-8	2.2	1
Cc1cc(NC(=O)CSc2nc(-c3cccs3)cc(C(F)(F)F)n2)no1	0.2	i	-2	-11	3	·	9	5	0.2	-2
C/C(=N\Nc1ccc(F)cc1F)c1ccccc1O	-0.2	-0.2	5	·	4	2.1	19	1	3.0	2
COc1ccc(CC(=O)Nc2ccc3c(c2)OCO3)cc1S(=O)(=O)N1CCOCC1	-0.2	i	19	-20	-7	·	12	-2	-0.5	0
O=C(NCc1ccc(F)cc1)C(c1ccccc1)N(C(=O)c1csnn1)c1ccccc1 (stereo unspecified)	-1.0	-0.2	36	-13	26	0.3	14	3	-0.3	2
N#CCCN1CCN(Cc2cc(-c3ccccc3)ccc2O)CC1	-1.0	i	7	16	7	·	-6	-3	0.6	-12
C[C@@H](C(=O)NCc1ccco1)N1C(=O)N2CCc3c([nH]c4ccccc34)[C@@]2(C)C1=O	-0.4	-0.4	17	47*	-6	0.7	-4	-6	-0.3	5
CCOC(=O)c1c(C)c(C(=O)N2CCc3ccccc3C2)c(C)n1CC	-0.1	-0.6	22	39*	23	·	-3	-2	1.6	2
CC1CC(C)CN(c2oc(-c3ccccc3Cl)nc2C#N)C1 (stereo unspecified)	-0.4	-5.9	0	12	-2	0.0	2	-4	1.4	0
O=C(CS(=O)(=O)c1ccccc1)N1CCCCCC1	-1.1	3.6	-4	-14	1	·	5	-1	0.3	0
CC(C)(C)OC(=O)NC(CCCCNC=O)C(=O)O (stereo unspecified)	0.2	i	-20	-5	-12	·	18	-2	0.2	-11
Cc1ccccc1OCC(=O)O/N=C(\N)Cc1cccs1	-0.1	-0.9	8	i	-3	·	-13	1	1.9	2
Cc1ccnc(NCc2ccccc2O)c1	-3.4	-0.2	-12	-2	-14	3.4	-1	-17	-0.7	-2
COc1ccc2[nH]cc(CCN=C(N)N)c2c1	-1.0	-0.2	8	-7	1	-0.1	7	0	0.0	6
COc1cccc2c1OC[C@@H](CO)[C@H]2N(C)C(=O)Nc1ccccc1	-0.1	-0.4	23	-28	2	0.5	·	0	2.0	-4
Cc1ccc(-c2cc(C(=O)N/N=C/c3c(C)nn(-c4ccccc4)c3C)n[nH]2)s1	-0.1	i	16	·	12	1.7	9	-3	1.2	1
COc1ccc(C2=NOC(Cn3nc(C(=O)NCc4ccc(C)cc4)cc3-c3ccccc3)C2)cc1 (stereo unspecified)	0.1	i	·	-3	36	1.3	4	-4	5.7	·
CCc1ccc(C(C(=O)NCCOC)N(C(=O)Cn2nnc3ccccc32)c2cccnc2)cc1 (stereo unspecified)	0.2	i	29	-5	-4	·	-7	9	0.5	2
Cc1nc(N2CCN(c3ccccn3)CC2)c2c(C)c(C(=O)N3CCN(c4ccc(F)cc4)CC3)sc2n1	-0.4	-0.5	13	15	26	0.7	2	-3	1.9	2
CN(Cc1ccccc1)c1nc(-c2cccc([N+](=O)[O-])c2)nc2ccccc12	-0.4	i	3	-11	-1	·	-5	-4	-0.2	1
COc1ccc(-n2nnnc2SCC(=O)Nc2cccc(O)c2)cc1	-1.2	-0.4	2	-2	-3	0.1	-3	-16	0.0	1
CSc1ncccc1C(=O)NC1CCCCCC1	-0.9	i	22	-16	1	-2.6	1	-1	0.6	7
O=c1[nH]c(-c2ccccc2)nc2sc(-c3ccccc3)cc12	0.0	i	-22	0	2	1.3	-7	-2	-0.8	-6
CC1CCN(C(=O)Cn2cc(SCC(=O)NCC3CCCO3)c3ccccc32)CC1 (stereo unspecified)	-0.5	i	22	8	8	1.2	-4	-5	-0.4	-5
CCOC(=O)CN(C)Cc1cn(C)nc1-c1ccc(Oc2ccccc2)cc1	5.3	-0.1	0	-4	11	-0.4	-10	-14	-0.5	0
c1coc(C2=Nc3cccc4cccc(c34)N2)c1	-1.2	-6.7	-13	-1	-17	0.9	-9	-4	-1.2	-2
Cc1cccc(OCC(=O)N/N=C/c2cn[nH]c2-c2ccc(Cl)c(Cl)c2)c1	0.4	i	-18	·	-1	-6.4	14	-4	-0.1	4
COc1nc(N(C)C)nc(N(C#N)CCOC(C)=O)n1	·	-0.8	30	-1	1	0.9	-2	·	0.2	2
O=C(NNC(=O)NC1CCCCC1)NC1CCCCC1	-0.6	i	17	-2	3	0.6	2	-2	-0.1	-1
Cc1ccc(N(CC(N)=O)C2SC(=O)NC2=O)cc1 (stereo unspecified)	-0.1	-0.3	34	-2	-1	-1.1	5	-2	0.6	4
CCOc1cc(N2CCOCC2)c(OCC)cc1NC(=O)c1cccc(S(=O)(=O)N2CCOCC2)c1	-0.2	·	·	-3	20	1.4	0	-3	8.2	·
CN1CCN(CCc2cn3ncc(C#N)c3nc2-c2ccc(F)cc2)CC1	-0.3	-4.5	-12	-4	21	0.0	-8	3	0.5	0
CC1CCN(S(=O)(=O)c2nnc(NC(=O)c3cccc([N+](=O)[O-])c3)s2)CC1	-1.0	-0.1	-32	-8	-12	·	·	1	-1.0	8
COCCOC(=O)c1c(NC(=O)CN2CCc3ccccc32)sc(C(N)=O)c1C	-1.6	0.3	-9	0	9	-0.3	5	0	1.2	-8
CC(=O)c1ccc(S(=O)(=O)Nc2cccc(-c3ccc(N4CCOCC4)nn3)c2)cc1	6.9	-2.3	·	-3	11	-0.8	-1	6	0.2	·
O=C(CCS(=O)(=O)c1ccccc1)Nc1nc2cc3c(cc2s1)OCCO3	-1.3	·	-7	-2	-2	2.3	12	-4	2.2	1
CCOc1c2ccc(C(=O)NCCCCc3ccccc3)cc2nn1CC	-0.4	0.7	11	-8	4	-0.3	-28	-1	-0.1	2
COc1cc(SC)ccc1C(=O)OCC(=O)NCCC1=CCCCC1	3.2	-2.3	·	-15	8	2.4	12	6	-0.6	·
CCN(CC)C(=O)[C@H]1C[C@H](CC(=O)NCCCn2ccnc2)C(=O)N2CCc3c([nH]c4ccc(Cl)cc34)[C@]12C	-0.4	i	·	-3	16	0.9	7	3	1.1	·
COc1ccccc1CNC(=O)C1CCC(=O)N1C(C)C (stereo unspecified)	-3.5	i	-3	-3	2	0.2	-2	5	2.2	5
COc1ccc(OC)c(C2SCCN2S(C)(=O)=O)c1 (stereo unspecified)	0.5	i	9	-10	4	·	-6	1	0.2	0
CCCCCCN1C[C@@H](O)[C@H](n2cc(-c3ccc(F)cc3)nn2)C[C@@H]1c1ccc(OC)cc1	0.0	-0.2	·	·	8	0.6	-1	-4	·	·
CCCOc1cccc(C(=O)Nc2nnn(CCC)n2)c1	-0.6	-14	19	-20	-15	·	2	-3	-0.7	-2
CCn1c(SCC(=O)N2CCCCC2C)nnc1-c1ccc(S(=O)(=O)N2CCN(C)CC2)cc1 (stereo unspecified)	2.1	·	-6	-8	4	·	-9	-19	-1.6	-1
COc1cccc(NC(=O)Nc2ccc(Br)cn2)c1	-0.6	-2.3	-26	-9	8	-0.3	1	-8	0.6	-1
O=C(CCN1C(=O)S/C(=C\c2ccccc2)C1=O)NCCCn1ccnc1	0.4	i	-22	0	6	3.1	-1	2	1.3	1
Cc1nc(NC(=O)/C=C/c2ccccc2)sc1C(=O)NCCO	-0.5	-0.3	12	-4	1	3.3	4	-2	-0.7	3
COc1cc(C2=Nc3c(c(C)nn3-c3ccccc3)P(=O)(N3CCOCC3)O2)cc(OC)c1OC (stereo unspecified)	1.1	-4.2	-1	1	-6	-0.6	-1	-1	0.6	2
COc1ccc(S(=O)(=O)N(C)CC(=O)NCCCN2CCOCC2)cc1Cl	-0.5	-1.5	7	-5	0	2.3	1	-1	2.2	-3
CCNc1ccc(C(=O)OC(C(=O)NC(N)=O)C(C)C)cc1[N+](=O)[O-] (stereo unspecified)	2.1	-0.3	44	3	1	0.2	-4	-7	0.2	-6
O=[N+]([O-])c1cccc(C=NN=Cc2ccccc2O)c1	0.1	-1.9	·	-7	-2	0.0	-3	0	0.2	·
CC(=O)NC(CCS(C)(=O)=O)C(=O)Nc1cccc(C)c1 (stereo unspecified)	0.7	i	11	-5	3	0.9	-6	-4	-0.5	2
CCNC(=O)Nc1cc(S(=O)(=O)N2CCOCC2)ccc1N1CCCCC1	-0.6	i	·	·	7	-0.4	13	-3	·	·
Cc1nc(NC(=O)C(C)(C)C)sc1C(=O)Cn1cc(CCc2ccccc2)nn1	-0.2	·	·	·	·	0.2	1	-2	·	·
Cc1ccccc1NC(=O)Cc1nc(COC(=O)CNC(=O)c2ccc(Cl)cc2Cl)cs1	0.2	i	·	·	6	0.1	1	1	·	·
CCOc1ccccc1N1CCN(CC(=O)N(C2CCCC2)C2CCS(=O)(=O)C2)CC1 (stereo unspecified)	-0.3	0.0	·	-4	10	1.3	-1	-2	-1.0	·
COc1ccc(-n2c(SCC(=O)NCC3CCCO3)nc3c([nH]c4ccccc43)c2=O)cc1 (stereo unspecified)	1.2	-0.1	1	10	15	1.5	7	1	0.3	8
Cc1ccc(C)c(-c2ccc(=O)n(Cc3cccc(Br)c3)n2)c1	-3.4	-0.6	53*	-7	41	1.3	1	10	2.9	-2
COc1ccc(-c2csc(NC(=O)CN3C(=O)NC4(CCCC4)C3=O)n2)c(OC)c1	?	i	·	2	-2	2.7	-3	?	-0.3	·
CCOC(=O)C1=NNC2(c3ccc(C)cc3)C(=O)N(c3ccccc3)C(=O)C12 (stereo unspecified)	-0.5	i	23	-11	5	0.3	8	-2	·	-1
COc1ccc(C(=O)CC(Sc2ccccc2N)c2ccc(OC)cc2)cc1 (stereo unspecified)	0.0	-1.4	·	·	12	1.6	14	-8	·	·
